mIAP activ – increases mouse intestinal alkaline phosphatase activity; activation factor at 10 µM; muIAP, CDP-Star luminescence, 30 min; hits give high values; 1 = vehicle-only enzyme signal, 0 = enzyme-free wells; 330,000 tested, 0.24% active;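 active means activation factor of at least 2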; further: the source names both 10 and 20 µM as test concentration; values of inactives mirror those of a sister screen read the other way
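Assay system: mouse IAP enzyme; Reagent: CDP-Star chemiluminescent phosphatase substrate; Compound: DMSO-dissolved test compounds; Incubation: 30 min, room temperature; Technique: luminescence from enzymatic CDP-Star hydrolysis; Controls: DMSO-only wells and no-enzyme negative control.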
APOBEC3G inh – blocks human APOBEC3G single-stranded DNA deamination; Q9HC16; recombinant A3G, ssDNA deamination FAM/TAMRA fluorescence; inhibition, % at 20 µM; 330,000 tested, 0.28% active;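 active means inhibition of at least 40% at 20 µM, with no more than 30% in the related APOBEC3A deaminase screen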;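 further: plate controls were DMSO wells with A3G for no effect and wells lacking A3G enzyme for full effect; some compounds called inactive have numbers as strong as hits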
Target sequence (Q9HC16 whole entry, looked up): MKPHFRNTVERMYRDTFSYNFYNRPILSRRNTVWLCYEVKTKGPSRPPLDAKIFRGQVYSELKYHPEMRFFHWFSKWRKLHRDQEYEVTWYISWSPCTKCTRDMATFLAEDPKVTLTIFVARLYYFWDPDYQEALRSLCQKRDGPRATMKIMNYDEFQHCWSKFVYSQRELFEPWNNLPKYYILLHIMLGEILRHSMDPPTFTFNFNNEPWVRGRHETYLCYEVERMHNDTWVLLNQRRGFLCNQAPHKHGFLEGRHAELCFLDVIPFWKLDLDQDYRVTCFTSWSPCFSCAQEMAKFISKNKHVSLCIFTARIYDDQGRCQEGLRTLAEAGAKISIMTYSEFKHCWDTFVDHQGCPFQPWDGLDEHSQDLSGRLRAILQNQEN
ATG4B inh – blocks human ATG4B protease cleavage of LC3 substrate. Q9Y4P1. inhibition, % at 8.33 µM. ATG4B cleavage of LC3-PLA2, NBD-HPC fluorescence, 1 h. 340,000 tested, 0.51% active; in the data active means inhibition above about 40%
Target sequence (Q9Y4P1 whole entry, looked up): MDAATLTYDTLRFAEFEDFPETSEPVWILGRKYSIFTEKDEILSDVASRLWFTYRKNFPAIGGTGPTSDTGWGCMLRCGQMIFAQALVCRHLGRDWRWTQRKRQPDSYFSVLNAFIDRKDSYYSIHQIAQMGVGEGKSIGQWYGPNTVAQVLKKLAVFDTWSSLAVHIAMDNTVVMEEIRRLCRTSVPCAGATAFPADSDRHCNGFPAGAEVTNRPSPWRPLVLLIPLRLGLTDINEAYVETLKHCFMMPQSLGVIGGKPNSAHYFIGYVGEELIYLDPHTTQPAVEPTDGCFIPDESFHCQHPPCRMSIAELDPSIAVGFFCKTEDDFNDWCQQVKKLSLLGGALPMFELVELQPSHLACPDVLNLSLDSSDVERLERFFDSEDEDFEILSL
A3A deaminase – human APOBEC3A DNA deaminase inhibition. P31941. recombinant A3A, FAM/TAMRA ssDNA deamination fluorescence. inhibition, % at 20 µM. 330,000 tested, 0.41% active. AID 493011;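 active means at least 40% inhibition at 20 µM here, with at most 30% in a related deaminase screen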;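 further: plate controls were A3A with DMSO for no effect and wells lacking A3A enzyme for full effect; some results filed as inactive read as strong as hits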
Target sequence (P31941 whole entry, looked up): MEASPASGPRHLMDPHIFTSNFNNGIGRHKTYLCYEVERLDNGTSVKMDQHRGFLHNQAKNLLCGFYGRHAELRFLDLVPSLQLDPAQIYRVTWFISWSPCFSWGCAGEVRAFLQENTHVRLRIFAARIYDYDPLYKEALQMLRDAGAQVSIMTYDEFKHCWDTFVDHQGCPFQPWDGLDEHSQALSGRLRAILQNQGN
MPTP block – blocks calcium-induced mitochondrial swelling. isolated mouse mitochondria, Ca2+ swelling absorbance, 30 min. inhibition, % at 10 µM. 360,000 tested, 1.4% active;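 active means inhibition of 50% or more, scaled per plate between neutral and stimulator controls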;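 further: 0% = DMSO wells given calcium and 100% = 1 mM EGTA wells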
hIAP block – blocks human intestinal alkaline phosphatase; purified IAP, CDP-Star luminescence, 30 min; inhibition, % at 10 µM; 330,000 tested, 0.12% active; AID 2544;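 active means inhibition reaching a set limit with compound at 10 µM in the primary screen, cut at about 35% in these data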;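 further: plate controls were DMSO wells with enzyme for no effect and no-enzyme buffer wells for full effect; values of inactives mirror those of a sister screen read the other way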
mIAP block – blocks mouse intestinal alkaline phosphatase; purified mouse IAP, CDP-Star luminescence, 30 min; inhibition, % at 10 µM; 330,000 tested, 0.2% active; AID 2806;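 active means inhibition of at least 40% at 10 µM in the primary screen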;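 further: plate controls were DMSO with enzyme for no effect and no enzyme wells for full effect; values of inactives mirror those of a sister screen read the other way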
MIN6 prolif – MIN6 beta-cell proliferation induction | proliferation, % at 10 µM | AID 2380 | 330,000 tested, 0.29% active | MIN6 cells proliferation, ATPlite luminescence, 48 h; cells starved in 0.2% serum; 100% = growth in 10% serum;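 active means compounds whose signal lies at least 3.5 SD above the mean of all wells on their plate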;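 further: 0% = DMSO-treated cells in low-serum medium and 100% = 10% serum control; some compounds called inactive have numbers as strong as hits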
hIAP activ – human IAP activation. 330,000 tested, 0.16% active. purified human IAP, CDP-Star luminescence, 30 min; hits give high values; 1 = vehicle-only enzyme, 0 = enzyme-free background. activation factor at 10 µM. P09923. AID 2524;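 active means activation factor of the enzyme at least 2-fold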; further: the source names both 10 and 20 µM as test concentration; values of inactives mirror those of a sister screen read the other way
Numbers without * were called inactive; . = not tested or not shown.

SMILES	mIAP activ	APOBEC3G inh	ATG4B inh	A3A deaminase	MPTP block	hIAP block	mIAP block	MIN6 prolif	hIAP activ
Cc1ccc(NC(=O)Nc2ccc(F)cc2)nc1	1	-5	-2	-2	-1.2	-4	0	2	1
COc1ccc(OCC(=O)Nc2ccc(N3CCOCC3)c(Cl)c2)cc1	1.1	-3	10	2	-2.3	4	-13	4	0.96
Cc1nc(SCC(=O)NC2CC2)c2c(C)c(C)sc2n1	1.1	-9	-7	-2	-0.8	-1	-7	-1	1
O=C(/C=C/c1cccc([N+](=O)[O-])c1)N1CCN(Cc2ccccc2)CC1	0.95	-6	-6	-5	-0.2	0	4	-3	1
Cc1ccc(/C=C/c2ccc(N(C)C)cc2)[n+](C)c1	0.81	6	6	60*	0.3	1	19	-5	0.99
CN1/C(=C/C(=O)c2cccs2)Sc2ccccc21	1	1	.	-2	3.9	-8	-1	-6	1.1
CC(=O)Nc1ccc(N=Nc2ccc(O)cc2)cc1	0.86	-9	5	-4	0.6	24	14	0	0.77
O=C(COC(=O)c1c2c(nc3ccccc13)CCCC2)Nc1ccc2c(c1)OCO2	0.96	1	-3	4	-2.8	-2	4	0	1
Cc1ccccc1-n1c([C@@H]2C[C@H]2c2ccccc2)n[nH]c1=S	1	-1	-4	-4	4.3	-3	-2	3	1
COC(=O)c1sc2nc(SCc3cccc(Cl)c3)n(N)c(=O)c2c1C	0.97	1	-6	8	14	12	3	-2	0.88
Cc1cc2oc(C(=O)Nc3c(C)n(C)n(-c4ccccc4)c3=O)c(C)c2cc1Cl	1	-6	0	-4	5.8	-12	-2	-1	1.1
CC1CCc2sc(C(=O)NN)cc2C1 (stereo not given)	0.98	-8	-8	-1	-0.7	-3	2	0	1
CCn1cc(C(=O)O)c(=O)c2cc(F)c(N3CCN(C(=S)NC(=O)c4cccc(C)c4)CC3)cc21	0.97	-8	-9	-9	6.6	-24	3	0	1.2
Cc1ccc(Nc2nc(NCC3CCCO3)nc(N)c2[N+](=O)[O-])cc1 (stereo not given)	0.97	-5	-1	0	-8.0	1	3	0	0.99
Cc1c(NC(=O)c2c([N+](=O)[O-])cnn2C)c(=O)n(-c2ccccc2)n1C	0.95	-11	-4	-3	-0.6	0	5	-6	1
COc1c(Cl)ccc(Cl)c1C(=O)NC(=S)N1CCOCC1	1	-10	-2	-4	-2.2	8	-5	2	0.92
O=C(CCSc1ccccn1)Nc1ccc(Br)cc1	1.1	-1	-8	0	1.6	2	-11	1	0.98
N#Cc1ncc(Cl)c2ccccc12	0.94	-6	3	0	-0.8	17	6	1	0.83
Cc1ccc(C(=O)O/N=C(\N)c2nonc2N)cc1	1	-7	-5	5	2.1	3	-4	0	0.97
CCN(CC)c1nc(Nc2ccc(Cl)cc2)nc(OCC#N)n1	0.98	-4	7	0	2.1	-17	2	-3	1.2
COc1ccc(OC)c(CC(NC(C)=O)C(=O)NC2CCN(c3cc(C)nc4ncnn34)CC2)c1 (stereo not given)	0.95	-11	.	-3	.	10	5	2	0.9
CC(=NCCN1CCNCC1)C1=C(O)CC(C)(C)CC1=O	0.99	-2	4	7	0.5	7	1	-2	0.93
CCOC(=O)C(C)Sc1nnc2n1C(C)(C)Cc1ccccc1-2 (stereo not given)	0.93	-10	8	-4	1.1	10	7	-3	0.9
COc1ccc2[nH]c(=O)c(C(c3nnnn3C3CCCC3)N(C)C3CCCCC3)cc2c1 (stereo not given)	0.85	-5	-6	1	1.4	8	15	0	0.92
CCOC(=O)c1ccc(NC(=O)Oc2ccccc2)cc1	0.86	-2	20	-2	0.9	12	14	-1	0.88
NC(=O)c1nsc(C(=O)N(CC(=O)NC2CCCC2)c2cccc(C(F)(F)F)c2)c1N	1	-2	4	-1	-0.3	25	-4	4	0.75
O=C(Nc1nc2c(F)c(F)c(F)cc2s1)c1ccco1	0.98	-2	0	1	1.6	13	2	-1	0.87
O=C(CSc1ccc(-c2ccccc2)nn1)NCc1ccco1	0.95	-3	-12	-5	1.1	-13	5	-3	1.1
COc1cc(C(=O)Nc2cccc(C(C)=O)c2)cc(OC)c1OC	0.97	-6	-2	-1	-4.7	9	3	4	0.91
COc1ccccc1OCC(=O)N1CCCC(Nc2cccc(F)c2)C1 (stereo not given)	1	-11	-2	-2	0.6	4	-4	-1	0.96
CC(c1cccnc1)N(C(=O)Nc1ccccc1)C1CCCCC1 (stereo not given)	1	-7	-1	-2	-0.8	0	-4	-1	1
CO/N=C/c1ccc(Oc2ccc([N+](=O)[O-])cc2[N+](=O)[O-])c(OC)c1	0.93	-6	-3	-1	2.7	19	7	0	0.81
Cc1cccc(NC(=O)N2CCN(Cc3ccc(Cl)cc3)CC2)c1	0.99	-6	-3	-3	-1.0	8	0	1	0.92
O=C(OCC(=O)N1CCC(Cc2ccccc2)CC1)c1ccc(CO)cc1	1	-5	-6	-1	0.6	-5	0	2	1
COc1cccc(NC(=O)CSc2nnc(Cn3cnc([N+](=O)[O-])n3)n2C)c1	1	0	-1	2	11	-9	0	0	1.1
COCc1nnc(NC(=O)c2cccc(NC(=O)c3ccccc3)c2)s1	1.1	1	-3	-3	0.6	-15	-7	-3	1.2
CN(C)CCCN(C(=O)c1ccc(S(=O)(=O)N2CCCCCC2)cc1)c1nc2cc3c(cc2s1)OCCO3	1	-6	-8	-4	32	-15	-1	-5	1.1
COc1ccccc1NC(=O)Nc1nn(C)c2cccc(N(C)C)c12	0.99	-5	-6	-2	2.6	4	1	-3	0.96
N#Cc1c2c(c(NCc3cccnc3)n3c1nc1ccccc13)CCC2	0.82	-1	-7	-1	-0.4	1	18	-1	0.99
O=C1CCCC/C1=C/Nc1cccc(C(F)(F)F)c1	0.96	-5	-14	0	1.4	-18	4	-1	1.2
Cc1cc(NC(=O)C2CC(=O)OC2c2ccccc2)no1 (stereo not given)	1	-5	-9	-3	1.4	0	-1	0	1
COc1ccc(C2NC(=O)NC(C)=C2C(=O)OCc2ccccc2)cc1 (stereo not given)	1	-11	-2	-5	-1.8	-16	0	1	1.2
CCCN(CC(=O)Nc1ccc(F)c(F)c1F)C(=O)C1=COCCO1	0.99	15	3	51*	-1.2	-12	1	-2	1.1
COCCn1c(-c2ccccc2)nc2c(c(=O)c3ccccc3n2C)c1=O	1.1	-6	.	-2	.	2	-7	2	0.98
COc1ccc(OC)c(/C=N/NC(=O)CCN2CCN(C(c3ccccc3)c3ccccc3)CC2)c1	0.97	-6	-6	-2	-0.3	2	3	-5	0.98
O=C(c1cc(-c2ccc(O)cc2)on1)N1CCN(c2ccccc2)CC1	0.96	-8	-9	-5	-1.0	-8	4	-1	1.1
Cc1nn(Cc2ccccc2)c2ncccc12	0.89	-3	6	-3	0.3	-16	11	0	1.2
O=C(NCC1CCCO1)C1CC(=O)N(c2ccc(Cl)cc2)C1 (stereo not given)	1	-2	0	5	-1.2	-2	0	3	1
NNC(=O)CCS(=O)(=O)c1ccc2ccccc2c1	1.1	-6	-11	-6	-1.7	-6	-7	1	1.1
COc1ccc(-c2nc(C#N)c(N3CCN(c4ccccc4)CC3)o2)cc1	0.93	1	0	3	-0.5	17	7	-3	0.83
Cc1cc(C)c(S(=O)(=O)N2CCN(C(=O)CCn3nc(C)c(C)c3C)CC2)c(C)c1	0.96	-7	-12	-2	-0.2	3	4	-1	0.97
Cc1cc(C)n(C(=O)CNc2cccc(Cl)c2C)n1	1.1	1	11	2	-0.2	12	-5	-2	0.88
CCOc1cc(CNCc2ccncc2)cc(Br)c1OCc1ccccc1F	1	-12	-7	-3	61*	-11	-2	-3	1.1
Cc1ccc(OCC(=O)NC(=S)Nc2cccc(NC(=O)c3ccc(Cl)cc3Cl)c2)cc1	1	-1	3	-1	-1.8	-5	-4	0	1
COc1cccc(CNC(C)C(=O)Nc2ccc(S(=O)(=O)N3CCCC3)cc2)c1 (stereo not given)	1	-9	-1	-2	-0.3	-3	-1	-2	1
COc1ccc(-c2cccc(C(=O)N3CCOCC3)c2)cc1	1	-5	-7	-6	0.7	2	-1	0	0.98
Nc1nnc(CC(=O)N/N=C/c2ccccc2OCc2ccc(F)cc2)s1	1.1	-4	-12	0	4.0	14	-6	-2	0.86
COc1ccc(C(=O)NC(=S)Nc2cccc3cc(O)ccc23)cc1OC	0.81	-2	0	0	-0.1	-5	19	4	1.1
O=C(Cc1c(C(=O)O)[nH]c2ccccc12)NCCN1CCN(c2ccccc2F)CC1	0.98	-4	-4	-1	-1.0	-4	2	1	1
CCCNC(=O)OC[C@H]1O[C@H](CCO/N=C/[C@@H](OC)[C@H](C)/C=C/CC(=O)OC)C=C[C@@H]1Oc1ccc(OC)cc1	0.89	1	.	1	.	-10	11	-6	1.1
Continuation:
SMILES	mIAP activ	APOBEC3G inh	ATG4B inh	A3A deaminase	MPTP block	hIAP block	mIAP block	MIN6 prolif	hIAP activ
Cc1ccc(CN(C)CCc2ccccn2)cc1	1.1	1	9	3	0.2	3	-7	2	0.97
COc1ccccc1OCc1ccc(C(=O)N/N=C/c2ccco2)cc1	0.95	-1	13	-2	-0.8	0	4	-1	1
O=C(NC(Cc1c[nH]c2ccccc12)C(=O)O)c1cccs1 (stereo not given)	1.1	-6	-7	-3	0.1	1	-6	-3	0.99
O=C(O)CSC(NC(=O)c1cccnc1)(C(F)(F)F)C(F)(F)F	1	-1	-5	6	-1.1	4	0	1	0.96
C/C=C\C(=O)Nc1cccc(C2=NOC3(C2)C[C@@H](C(N)=O)N(C(=O)CCCCC)C3)c1 (stereo not given in full)	1.2	-3	0	1	-0.9	14	-19	-4	0.86
Cc1[nH]c2ccc(C(=O)NCCCN3CCN(C)CC3)cc2c1C	1	-1	3	-6	-1.7	-2	-1	-1	1

Molecules shown so far that have a Cl atom, in the order listed:
SMILES	mIAP activ	APOBEC3G inh	ATG4B inh	A3A deaminase	MPTP block	hIAP block	mIAP block	MIN6 prolif	hIAP activ
COc1ccc(OCC(=O)Nc2ccc(N3CCOCC3)c(Cl)c2)cc1	1.1	-3	10	2	-2.3	4	-13	4	0.96
COC(=O)c1sc2nc(SCc3cccc(Cl)c3)n(N)c(=O)c2c1C	0.97	1	-6	8	14	12	3	-2	0.88
Cc1cc2oc(C(=O)Nc3c(C)n(C)n(-c4ccccc4)c3=O)c(C)c2cc1Cl	1	-6	0	-4	5.8	-12	-2	-1	1.1
COc1c(Cl)ccc(Cl)c1C(=O)NC(=S)N1CCOCC1	1	-10	-2	-4	-2.2	8	-5	2	0.92
N#Cc1ncc(Cl)c2ccccc12	0.94	-6	3	0	-0.8	17	6	1	0.83
CCN(CC)c1nc(Nc2ccc(Cl)cc2)nc(OCC#N)n1	0.98	-4	7	0	2.1	-17	2	-3	1.2
Cc1cccc(NC(=O)N2CCN(Cc3ccc(Cl)cc3)CC2)c1	0.99	-6	-3	-3	-1.0	8	0	1	0.92
O=C(NCC1CCCO1)C1CC(=O)N(c2ccc(Cl)cc2)C1 (stereo not given)	1	-2	0	5	-1.2	-2	0	3	1
Cc1cc(C)n(C(=O)CNc2cccc(Cl)c2C)n1	1.1	1	11	2	-0.2	12	-5	-2	0.88
Cc1ccc(OCC(=O)NC(=S)Nc2cccc(NC(=O)c3ccc(Cl)cc3Cl)c2)cc1	1	-1	3	-1	-1.8	-5	-4	0	1
